OX1R antag-1 = human HCRTR1 antagonism; CHO/OX1R cells, Fluo-8 calcium fluorescence, orexin A; O43613; inhibition, % at 5 µM; 330,000 tested, 0.43% active; AID 434989;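 active = inhibition above its plate's threshold, mean inhibition of all tested compounds on the plate plus 3 SD, cut at about 37% in these data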;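 also: 0% = orexin A challenge wells and 100% = SB-334867-A antagonist wells; not every result past the cut was called active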
Target sequence (O43613 whole entry, looked up): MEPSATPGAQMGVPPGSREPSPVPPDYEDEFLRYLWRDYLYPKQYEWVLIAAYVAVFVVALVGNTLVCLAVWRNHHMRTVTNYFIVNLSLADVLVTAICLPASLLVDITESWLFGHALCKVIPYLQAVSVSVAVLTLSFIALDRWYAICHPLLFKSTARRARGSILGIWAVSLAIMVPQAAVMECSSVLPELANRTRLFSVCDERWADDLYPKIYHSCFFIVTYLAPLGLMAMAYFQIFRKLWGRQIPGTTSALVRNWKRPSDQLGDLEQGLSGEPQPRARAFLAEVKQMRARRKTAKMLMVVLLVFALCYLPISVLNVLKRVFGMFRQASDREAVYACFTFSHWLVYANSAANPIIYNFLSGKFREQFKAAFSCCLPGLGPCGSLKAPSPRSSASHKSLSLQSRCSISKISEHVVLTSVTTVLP
OX1R antag-2 = antagonists of human orexin 1 receptor (OX1R). inhibition, % at 6.6 µM. OX1R-expressing cells, FRET antagonist read-out. AID 485270. 330,000 tested, 1.8% active. O43613; in the data active = inhibition mostly above about 38%, no sharp cut-off; inactive = mostly below about 40%;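 also: 0% = agonist challenge alone and 100% = reference antagonist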
STK33 kinase inh = inhibitors of human STK33 kinase. Q9BYT3. purified STK33, MBP phosphorylation, ADP-Glo luminescence. inhibition, % at 10 µM. 320,000 tested, 0.073% active. AID 2661;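 active = inhibition at or above 25%, using the most active replicate where run in duplicate; inactive = inhibition below 25%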
Target sequence (Q9BYT3 whole entry, looked up): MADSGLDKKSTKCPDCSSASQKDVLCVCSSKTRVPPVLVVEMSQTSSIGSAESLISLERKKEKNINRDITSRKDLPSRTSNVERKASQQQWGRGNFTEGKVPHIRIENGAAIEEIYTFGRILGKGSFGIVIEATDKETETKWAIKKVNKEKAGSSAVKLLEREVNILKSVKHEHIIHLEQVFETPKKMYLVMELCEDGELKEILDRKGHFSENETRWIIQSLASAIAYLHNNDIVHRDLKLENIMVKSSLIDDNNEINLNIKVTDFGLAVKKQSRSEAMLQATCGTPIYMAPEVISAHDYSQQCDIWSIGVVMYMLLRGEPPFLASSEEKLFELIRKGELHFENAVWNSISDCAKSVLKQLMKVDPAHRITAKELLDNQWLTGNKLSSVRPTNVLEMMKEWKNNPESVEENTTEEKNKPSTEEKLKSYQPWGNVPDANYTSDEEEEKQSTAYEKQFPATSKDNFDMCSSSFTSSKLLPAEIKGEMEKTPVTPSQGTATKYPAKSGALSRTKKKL
The depositor's hits bear a star; / = not tested or not shown. No enrichment for hits; about 2.2% have a hit in one of these screens.

SMILES	OX1R antag-1	OX1R antag-2	STK33 kinase inh
Brc1ccc(-c2noc(COc3ccc4c(c3)CCC4)n2)o1	8	6	-0.7
CC1(C)CC(=O)C=C(Nc2ccccc2N)C1	-6	11	-1.6
CC(NC(=O)c1ccco1)C(=O)N1CCCCC1 (stereo not drawn)	-6	9	-0.4
O=C(Oc1ccc(Cl)c2cccnc12)c1cccnc1	-1	7	0.7
CCCc1ccc(OC(=O)c2ccc(O)cc2Cl)cc1	-8	22	-1.9
N#Cc1cccc(NC(=O)NCCc2c[nH]c3ccccc23)c1	-6	9	1.3
CN(NC1OC(=O)c2ccccc21)c1ncc(C(F)(F)F)cc1Cl (stereo not drawn)	-26	11	-4.0
CCOc1cc(-c2noc(CCC(=O)N3CCOCC3)n2)ccc1OC	3	12	-1.0
CCC(=O)c1cn(CC(=O)Nc2cccc(OC)c2)c2ccccc12	-25	6	-0.2
N#Cc1nc(-c2ccc(OCc3ccccc3)cc2)oc1NCCCN1CCOCC1	-7	29	-2.5
O=C(NN=C1CCCC1)c1cc(-c2ccc(F)cc2)nc2ccccc12	-36	13	/
Cc1nn(C(C)C(=O)NCc2ccccc2Cl)c(=O)c2c1sc1ccccc12 (stereo not drawn)	-32	11	0.7
C=CCc1cc(Cl)ccc1OCCNCCN1CCOCC1	-19	26	-1.9
O=C(CN1C(=O)S/C(=C\C=C\c2ccccc2)C1=O)Nc1ccccc1C(=O)O	-1	30	-5.8
CCO[C@@H]1OC(C(=O)N2CCOCC2)=C[C@H](C2CC2)[C@H]1CCCO	-9	13	-0.8
CCOC(=O)c1c(-c2cccc3ccccc23)csc1NC(=O)C1C2CCC(O2)C1C(=O)O (stereo not drawn)	0	52	-2.0
C/C(=N/NC(=O)c1cc(C)[nH]n1)c1ccco1	-17	6	-0.3
COc1ccc(CNc2ncnc(N)n2)cc1	0	10	-2.6
CC(C)c1nc(SCC(=O)Nc2ccc3c(c2)OCCO3)c2c(=O)n(C)c(=O)n(C)c2n1	-5	-1	-1.1
CSc1nc2c(cc1C#N)CCC2	-7	2	-1.6
O=C(Cc1ccccc1Cl)NCCCn1ccnc1	-12	4	-1.9
CCOC(=O)N1CCN(C(=O)c2cnsn2)CC1	-24	17	2.6
CN(Cc1nc(-c2ccc(C(F)(F)F)cc2)no1)C1CCOCC1	-15	6	-0.3
O=C(O)c1cccnc1SCc1cccc(Cl)c1	-14	20	-1.5
Cc1ccc(S(=O)(=O)N2CCCC2C(=O)n2nc(C)cc2C)cc1 (stereo not drawn)	3	7	/
COc1ccc(C(C)NC(=O)C23CC4CC(CC(C4)C2)C3)cc1OC (stereo not drawn)	-27	13	/
O=C(Nc1cnn(Cc2ccc(F)cc2)c1)C(c1ccccc1)c1ccccc1	-32	4	/
CCn1c(SCC(=O)OC)nnc1-c1ccccc1	2	24	-1.2
COc1ccc(Cl)cc1C(=O)NCCc1ccc(S(=O)(=O)NC(=O)NC2CCCCC2)cc1	-17	9	-1.6
O=C(/C=C/c1ccco1)N1CCN(c2ccccc2)CC1	-3	12	-0.8
O=C(Cn1nc(C(=O)O)c2ccccc2c1=O)NCc1ccco1	-8	29	1.5
COc1ccc(N(CC(=O)N2CCN(c3cc(C)ccc3C)CC2)S(=O)(=O)c2c(C)noc2C)cc1	-23	19	-0.1
O=C(Cc1ccc(S(=O)(=O)N2CCOCC2)s1)N(Cc1ccccc1)c1ccccc1	-22	14	-0.9
Nc1nnc(-c2ccc(Cl)cc2)s1	-34	11	2.4
COc1ccccc1Nc1nc(-c2ccc3c(c2)NC(=O)CO3)cs1	1	33	0.7
C1CNC(C23CC4CC(CC(C4)C2)C3)=N1	-2	-1	-0.8
O=C(CSc1ccncc1)Nc1ccc(S(=O)(=O)Nc2nccs2)cc1	-21	5	0.2
O=C(CCNC(=O)c1ccc(Cl)cc1)Nc1c(F)c(F)cc(F)c1F	-5	1	-2.1
O=C(N/N=C/c1cccs1)C(=O)N1CCCC1	5	19	-0.6
CCC(C(=O)N1CCN(C(=O)c2ccco2)CC1)n1sc2ccccc2c1=O (stereo not drawn)	-17	11	-0.5
COc1ccc(C(=O)N2CCC(n3nccc3NC(=O)C3CCOC3)CC2)cc1 (stereo not drawn)	11	7	-0.1
CCOC(=O)c1[nH]c2ccccc2c1NC(=O)CC(C)C	-20	22	-1.4
CC(=O)Nc1ccc2nc(C3CC3)n(Cc3ccc(Cl)cc3)c(=O)c2c1	-20	43	0.8
Cc1cc(CN(C)C(=O)C2CCC(=O)N(CCc3cccc(F)c3)C2)on1 (stereo not drawn)	-11	22	-0.4
COC(=O)C1(c2ccccc2)NC(c2cccs2)C2C(=O)N(c3ccccc3)C(=O)C21 (stereo not drawn)	-47	-19	0.7
Cc1nn(C)c(C)c1CNC(=O)Nc1ccc2c(c1)OCO2	6	6	-1.5
O=C(NCCCn1ccnc1)c1ccc(C(F)(F)F)cc1	-11	-1	-3.9
CCc1nc2ccccc2c(NC(=O)CN2CCC(C)CC2)c1C	11	19	-0.7
CCc1c(C(=O)Nc2ccc(S(=O)(=O)N3CCOCC3)cc2)csc1C	-12	19	0.3
O=C(Nc1cccc(S(=O)(=O)N2CCCCC2)c1)C1CCCN1S(=O)(=O)c1ccccc1F (stereo not drawn)	25	28*	-3.5
CCc1nnc(N/N=C/c2ccccc2Cl)n1N	-6	96*	0.1
CC(/C=N/NC(=O)c1ccncc1)=C\c1ccccc1	-6	10	-0.4
Cc1ccc(NC(=O)CN2CCN(C(=O)c3ccco3)CC2)cc1	-15	16	-1.7
O=C(CNC(=O)c1ccccc1F)N/N=C/c1cc(Br)ccc1OC(=O)/C=C/c1ccco1	-12	16	-1.9
Cc1cc(-c2nnc(CCC(=O)N(C)Cc3cccc4ccccc34)o2)no1	-32	11	-0.8
O=C(O)c1cc([N+](=O)[O-])c(N2CCCC2)c([N+](=O)[O-])c1	-4	24	-0.2
CC1(C)Cc2c(sc(N)c2C#N)C(C)(C)N1	-14	4	0.1
O=S(=O)(Nc1nc2ccccc2nc1-[n+]1cccc(N=C([O-])c2ccc(Cl)cc2)c1)c1ccccc1	-9	3	-0.9
O=C1NC(Cc2c[nH]c3ccccc23)C(=O)N1CCOc1ccccc1 (stereo not drawn)	-7	32	-0.6
C=CCN1C(=O)CSC1=Nc1ccc(NC(C)=O)cc1	-22	7	-2.8

21 entries from above, arranged by molecular weight, low to high.
SMILES	OX1R antag-1	OX1R antag-2	STK33 kinase inh
CC1(C)Cc2c(sc(N)c2C#N)C(C)(C)N1	-14	4	0.1
O=C(N/N=C/c1cccs1)C(=O)N1CCCC1	5	19	-0.6
CCc1nnc(N/N=C/c2ccccc2Cl)n1N	-6	96*	0.1
O=C(O)c1cc([N+](=O)[O-])c(N2CCCC2)c([N+](=O)[O-])c1	-4	24	-0.2
CCOC(=O)c1[nH]c2ccccc2c1NC(=O)CC(C)C	-20	22	-1.4
C=CCN1C(=O)CSC1=Nc1ccc(NC(C)=O)cc1	-22	7	-2.8
O=C(NCCCn1ccnc1)c1ccc(C(F)(F)F)cc1	-11	-1	-3.9
Cc1nn(C)c(C)c1CNC(=O)Nc1ccc2c(c1)OCO2	6	6	-1.5
CCc1nc2ccccc2c(NC(=O)CN2CCC(C)CC2)c1C	11	19	-0.7
Cc1ccc(NC(=O)CN2CCN(C(=O)c3ccco3)CC2)cc1	-15	16	-1.7
O=C1NC(Cc2c[nH]c3ccccc23)C(=O)N1CCOc1ccccc1 (stereo not drawn)	-7	32	-0.6
CC(=O)Nc1ccc2nc(C3CC3)n(Cc3ccc(Cl)cc3)c(=O)c2c1	-20	43	0.8
Cc1cc(CN(C)C(=O)C2CCC(=O)N(CCc3cccc(F)c3)C2)on1 (stereo not drawn)	-11	22	-0.4
O=C(CCNC(=O)c1ccc(Cl)cc1)Nc1c(F)c(F)cc(F)c1F	-5	1	-2.1
CCc1c(C(=O)Nc2ccc(S(=O)(=O)N3CCOCC3)cc2)csc1C	-12	19	0.3
COc1ccc(C(=O)N2CCC(n3nccc3NC(=O)C3CCOC3)CC2)cc1 (stereo not drawn)	11	7	-0.1
CCC(C(=O)N1CCN(C(=O)c2ccco2)CC1)n1sc2ccccc2c1=O (stereo not drawn)	-17	11	-0.5
O=C(CSc1ccncc1)Nc1ccc(S(=O)(=O)Nc2nccs2)cc1	-21	5	0.2
COC(=O)C1(c2ccccc2)NC(c2cccs2)C2C(=O)N(c3ccccc3)C(=O)C21 (stereo not drawn)	-47	-19	0.7
O=C(CNC(=O)c1ccccc1F)N/N=C/c1cc(Br)ccc1OC(=O)/C=C/c1ccco1	-12	16	-1.9
O=S(=O)(Nc1nc2ccccc2nc1-[n+]1cccc(N=C([O-])c2ccc(Cl)cc2)c1)c1ccccc1	-9	3	-0.9

Going on with the list:
SMILES	OX1R antag-1	OX1R antag-2	STK33 kinase inh
Cc1oc(-c2cccs2)nc1CN1CCC(CO)(CCOc2ccccc2)CC1	-26	1	-0.5
CC1CN(c2ccc(Cl)cc2[N+](=O)[O-])CCN1S(C)(=O)=O (stereo not drawn)	-19	12	-0.4
Cc1ccc(S(=O)(=O)NC2CCCC2)cc1C(N)=O	-23	0	-1.4
CCOc1cc2[nH]c(=S)n(Cc3ccc(C(=O)NCCN(CC)CC)cc3)c(=O)c2cc1OCC	-17	-6	0.5
CN(C)S(=O)(=O)c1cccc(-c2nn(-c3ccccc3)cc2/C=C2\SC(=S)NC2=O)c1	14	19	-1.6
O=C(O)c1ccc(Cl)c(S(=O)(=O)Nc2ccc3cn[nH]c3c2)c1	1	35	2.4
CC1=C(C(=O)OCC2CCCO2)C(c2ccsc2)C2=C(CCCC2=O)N1 (stereo not drawn)	-28	4	-1.7
CCOC(=O)C(=O)N(Nc1ccc(C)cc1)c1ccc(C)cc1	-28	4	-0.1
COP(=O)(OC)c1nc(-c2ccccc2)oc1N1CCOCC1	-22	18	-1.8
Cc1ccc(N2C(=O)Nc3ccccc3C2(O)C(=O)NCCCOC(C)C)cc1C (stereo not drawn)	-16	-4	-0.2
Cc1nc2nc(CC(=O)O)[nH]n2c(=O)c1[N+](=O)[O-]	-10	13	-0.7
CCOC(=O)c1cnc2c(c(C3CC3)nn2C)c1N1CCOCC1	-24	2	-0.8
O=C(COC(=O)[C@H](Cc1ccccc1)NC(=O)c1cccs1)Nc1ccccc1C(F)(F)F	-16	15	-0.9
CN(C(=O)Nc1ccccc1)C1CCCCC1	-6	5	0.2
Cc1ccnc(NS(=O)(=O)c2ccc(NC(=O)c3ccc(S(=O)(=O)N4CC(C)OC(C)C4)cc3)cc2)n1 (stereo not drawn)	6	6	-5.4
CCSC1=N/C(=C\c2ccc(C(=O)O)cc2)C(=O)S1	9	13	5.4
O=c1c2ccccc2c(/C=N/NS(=O)(=O)c2ccccc2)c(O)n1-c1ccccn1	-3	18	-1.7
CN(C)S(=O)(=O)c1ccc(S(=O)(=O)N2CCCC(C(=O)NC3CCCC3)C2)cc1 (stereo not drawn)	-10	7	0.7
OC(CCc1ccncc1)c1ccccc1 (stereo not drawn)	-14	11	-1.9
CC(C)(C)[C@@H]1C=C(C(=O)NC2CC2)O[C@H](OCc2ccc(CO)cc2)C1	-17	22	0.5
O=C(O)CCc1ccc(-c2ccccc2)n1CC(=O)O	-2	14	-6.2
Cc1cc(C)n(CCN(C)Cc2nc(Cc3ccccc3F)no2)n1	-4	15	-1.4
O=C(NCC1CCN(S(=O)(=O)c2ccccc2)CC1)Nc1ccc(F)cc1	-18	10	-1.1
COc1cccc(C2OC(=O)c3ccccc3N2C(C)=O)c1OC(C)=O (stereo not drawn)	-4	-1	-1.5
CC(=O)Nc1ccc(NC(=O)C(C)OC(=O)C23CC4CC(CC(Cl)(C4)C2)C3)cc1 (stereo not drawn)	-20	14	-1.2
Cc1ccc(S(=O)(=O)N(C)CC(=O)Nc2cccc(C)n2)cc1	-10	1	-2.4
S=c1nc(-c2cc(Cl)ccc2Cl)[nH][nH]1	-20	-1	-0.5
Cc1ccc(C(=O)Nc2ccc3c(c2)OCCO3)o1	3	13	3.5
CCCCNc1cc(C)oc(=O)c1C(C)=O	-13	6	0.7
CCO[C@@H]1OC(C(=O)Nc2ccccc2)=C[C@H](c2csc3ccccc23)[C@H]1CCCO	-20	18	-2.6
O=C(Nc1c(C(=O)Nc2ccccc2)cnn1-c1ccccc1)c1ccco1	-11	19	-2.3
CC(Oc1ccccc1)C(=O)N=C1SC2CS(=O)(=O)CC2N1c1ccccc1 (stereo not drawn)	-25	11	-0.9
CC(NS(=O)(=O)c1ccccc1Cl)C1CC2CCC1C2 (stereo not drawn)	-36	17	-1.5
CCOC(=O)c1sc2nc(C)[nH]c(=O)c2c1C	-4	5	-1.2
COc1ccccc1C(=O)N(C)c1nnc(-c2ccccc2)s1	-19	26	0.8
COc1ccc(/C=C/C(=O)Nc2ccc3c(c2)OCCO3)cc1OC	-2	34	1.8
CC1CC(NC(=O)CC#N)CC(C)(C)C1 (stereo not drawn)	-3	-3	-0.9
COc1ccc(S(=O)(=O)c2ccc(OC)cc2)cc1	-3	19	-1.4
O=C(NCc1ccc2[nH]c3c(c2c1)CCCC3)c1ccc(S(=O)(=O)N2CCCC2)cc1	-21	-4	-5.7
Nc1ccccc1O	-7	32*	-0.2
Cc1cccc(N2CCN(C(=O)/C=C/c3ccco3)CC2)c1C	-21	14	-3.5
Cc1ccc(-n2nc(C)c3c(C(=O)OCC(=O)N(C)C4CCS(=O)(=O)C4)cc(-c4ccccc4)nc32)cc1 (stereo not drawn)	-10	16	-0.6
CC(=O)Nc1ccc(SCC(=O)NCC2(N3CCCCC3)CCCCC2)cc1	-16	5	-0.2
Cc1ccc(S(=O)(=O)N(C)c2ccc(OC(=O)c3ccc(=O)[nH]c3)cc2)cc1	-18	6	-1.4
COc1ccc(-c2ccc(S(=O)(=O)n3nc(OC(=O)c4cccs4)cc3N)cc2)cc1	-6	17	0.8
